Assay outcomes deposited in PubChem by National Center for Advancing Translational Sciences (NCATS).
TDP1 inh = qHTS Assay for Inhibitors of Tyrosyl-DNA Phosphodiesterase (TDP1) | recombinant TDP1, AlphaScreen DNA substrate cleavage | AID 485290, 2010 | Potency, µM (top dose mostly 130 µM), for the others: top-dose activity change, negative = inhibition, most hits filed as inhibitors | Tyrosyl-DNA phosphodiesterase 1 (Homo sapiens), Q9NUW8 | 350,000 tested, 0.28% active; also: nearly all actives have a fitted effect of over 40% in size
Target sequence (Q9NUW8 whole entry, looked up): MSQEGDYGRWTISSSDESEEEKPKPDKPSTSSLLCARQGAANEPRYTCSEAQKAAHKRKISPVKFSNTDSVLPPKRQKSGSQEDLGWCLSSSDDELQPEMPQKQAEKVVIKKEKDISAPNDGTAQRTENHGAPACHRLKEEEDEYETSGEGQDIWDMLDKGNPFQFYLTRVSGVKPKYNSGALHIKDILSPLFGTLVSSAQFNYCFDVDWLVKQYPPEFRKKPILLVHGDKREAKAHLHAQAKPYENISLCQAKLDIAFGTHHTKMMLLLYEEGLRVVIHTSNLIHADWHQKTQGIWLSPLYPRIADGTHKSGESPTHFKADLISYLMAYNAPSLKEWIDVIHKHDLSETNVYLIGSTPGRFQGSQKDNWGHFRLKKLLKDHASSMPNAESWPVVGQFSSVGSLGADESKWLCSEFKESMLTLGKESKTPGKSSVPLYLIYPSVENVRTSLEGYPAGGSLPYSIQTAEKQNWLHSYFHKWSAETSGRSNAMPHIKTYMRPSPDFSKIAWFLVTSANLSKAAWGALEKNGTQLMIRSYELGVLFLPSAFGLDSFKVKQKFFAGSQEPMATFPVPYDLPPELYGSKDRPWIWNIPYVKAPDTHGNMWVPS
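E. coli-derived human Tdp1, 1 nM final. Cpd preinc 15 min RT; substrate 15 nM final, 5 min RT; AS bead mix 10 ug/ml final, 10 min RT. Signal loss = tyrosine-FITC cleavage. No-enzyme wells = max signal.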
N370S GC mod = qHTS Assay for Inhibitors and Activators of N370S glucocerebrosidase as a Potential Chaperone Treatment of Gaucher Disease. Lysosomal acid glucosylceramidase (Homo sapiens), P04062. N370S GC spleen homogenate, 4MU-glucoside fluorescence. Potency, µM (highest dose often 59.4 µM), inactives show at the highest dose activity change, negative = inhibition, actives largely listed as inhibitors. 330,000 tested, 0.092% active. AID 2101, 2009;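 also: 0% = full enzyme activity and -100% = no enzyme basal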
FEN1 inh = qHTS Assay for the Inhibitors of Human Flap endonuclease 1 (FEN1). P39748. Recombinant FEN1 flap cleavage, fluorescence, 15 min. Potency, µM (doses to about 114 µM), inactives show at the top dose activity change, negative = inhibition, usual class: inhibitors. 390,000 tested, 0.35% active; also: nearly all actives have a fitted effect of over 65% in size
Target sequence (P39748 whole entry, looked up): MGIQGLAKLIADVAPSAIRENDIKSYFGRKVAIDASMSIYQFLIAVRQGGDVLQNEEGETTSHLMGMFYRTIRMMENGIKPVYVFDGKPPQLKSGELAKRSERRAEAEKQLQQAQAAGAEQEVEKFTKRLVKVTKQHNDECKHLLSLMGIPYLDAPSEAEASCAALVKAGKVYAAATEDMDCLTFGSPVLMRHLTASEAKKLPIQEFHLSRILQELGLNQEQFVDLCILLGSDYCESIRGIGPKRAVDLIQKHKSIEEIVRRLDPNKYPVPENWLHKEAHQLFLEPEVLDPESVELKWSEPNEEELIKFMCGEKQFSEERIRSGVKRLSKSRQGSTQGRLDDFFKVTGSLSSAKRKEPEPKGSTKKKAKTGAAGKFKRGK
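With each library titrated from low to high concentration, compounds met 10 nM FEN1 for 15 min at room temperature before 50 nM substrate was added; readings at 0 and 15 min fed four-parameter Hill curve fits.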
Active calls of the source: *; ? = inconclusive; . = no result given; & = joins results of further samples; [ ] = remark or other dose. Calls follow the shape of the dose curve; as a rule, active = well fitted curve in the direction sought with a large enough effect; inconclusive = small, poorly fitted or top-dose-only effect, or another doubt; inactive = no such curve, though single readings can be large; an effect the other way counts as inactive or inconclusive. Unless noted, % is scaled to controls: 0 for no effect and ±100 for the full control effect; potency is read from the fitted curve at half-maximal effect.

(1) COc1cc(CC(=O)NC2CCCc3ccccc32)cc(OC)c1OC (stereo not drawn)
(2) O=C(O)COc1ccccc1/C=N/NC(=O)CN1CCN(Cc2ccccc2Cl)CC1
(3) N#Cc1ccccc1OCC(=O)N1CCN(c2ccccc2F)CC1
(4) COc1ccc(CCNC(=O)c2coc3ccccc3c2=O)cc1OC
(5) CCc1ccc(NC(=O)Cn2c(=O)oc3cc(S(=O)(=O)N4CCCCCC4)ccc32)cc1
(6) CCOC(=O)C1CCN(C(c2ccccn2)c2c(C)[nH]c3ccccc23)CC1 (stereo not drawn)
(7) COc1ccc(NS(=O)(=O)c2cc(NC(=O)Cc3cccs3)ccc2C)cc1
(8) CC(C)CNC(=O)c1cnn2c(C(F)(F)F)cc(C(F)(F)F)nc12

assay / entry | 1 | 2 | 3 | 4 | 5 | 6 | 7 | 8
TDP1 inh | 2% | 5% | 3% | . | 3% | 5% | 4% | 9%
N370S GC mod | 1% | -10% | . | 1% | . | 7% | 14% | -16%
FEN1 inh | 9% | 4% | 50%[activator] | 5% | -7% | 13% | 5% | 11%

(9) CC(=O)c1c(C)[nH]c(C(=O)Nc2ccc(F)c(F)c2F)c1C
(10) CCSC1=NC2(CCN(C(=O)NC3CCCCC3)CC2)N=C1c1ccc(C)c(C)c1
(11) Cc1noc(C)c1COC(=O)Cn1c(C)nc2ccccc21
(12) COc1ccc(-c2nc3ccccn3c2NCc2ccc3c(c2)OCO3)cc1
(13) Cc1ccc(O)c(Nc2nc3ccccc3c3nncn23)c1
(14) CCOCCCN(C(=O)CCC(=O)Nc1cc(C)on1)C(C(=O)NC(C)(C)CC)c1cccc(OC)c1OC (stereo not drawn)
(15) CCN(CC)CCNC(=O)c1ccc2c(=O)n(C3CCCC3)c(=S)[nH]c2c1
(16) COc1ccccc1CNC(=O)CN1CCN(S(=O)(=O)c2cccs2)CC1

assay / entry | 9 | 10 | 11 | 12 | 13 | 14 | 15 | 16
TDP1 inh | 7% | 3% | 2% | 0% | 5% | 9% | 1% | -5%
N370S GC mod | -3% | . | 19% | -26% | . | -1% | -2% | -5%
FEN1 inh | -7% | 4% | 1% | 4% | -3% | -5% | -2% | 2%

(17) CCN1CCN(C(=O)C2CCCN(S(=O)(=O)c3cc(Cl)ccc3Cl)C2)CC1 (stereo not drawn)
(18) CCCc1nnc(NC(=O)Cn2c(=O)sc3ccccc32)s1
(19) CCOC(=O)Cn1c(CN2CCOCC2)nc2c1c(=O)n(C)c(=O)n2C
(20) COc1cccc(CNC(=O)c2cnc(-c3ccccn3)nc2C(F)(F)F)c1
(21) CCc1n[nH]c(=S)n1/N=C/C(C)=C\c1ccccc1
(22) C=C(C(=O)c1ccccc1)C(c1ccccc1)C(C)C(=O)c1ccccc1 (stereo not drawn)
(23) Cc1cccc(CCNC(=O)C2CCC(CNS(=O)(=O)c3ccccc3)CC2)c1 (stereo not drawn)
(24) CCN(CCn1cccn1)C(=O)CCc1nnc(-c2ccc3c(c2)OCO3)o1

assay / entry | 17 | 18 | 19 | 20 | 21 | 22 | 23 | 24
TDP1 inh | 3% | 0% | 7% | 5% | . | 3% | -2% | .
N370S GC mod | 2% | -3% | -13% | 1% | 3% | 13% | . | 9%
FEN1 inh | 3% | 8% | -3% | 4% | 17% | -15% | -12% | 5%

Arranged by molar mass (ascending): some entries from above
(21) CCc1n[nH]c(=S)n1/N=C/C(C)=C\c1ccccc1
(13) Cc1ccc(O)c(Nc2nc3ccccc3c3nncn23)c1
(11) Cc1noc(C)c1COC(=O)Cn1c(C)nc2ccccc21
(18) CCCc1nnc(NC(=O)Cn2c(=O)sc3ccccc32)s1
(8) CC(C)CNC(=O)c1cnn2c(C(F)(F)F)cc(C(F)(F)F)nc12
(19) CCOC(=O)Cn1c(CN2CCOCC2)nc2c1c(=O)n(C)c(=O)n2C
(12) COc1ccc(-c2nc3ccccn3c2NCc2ccc3c(c2)OCO3)cc1
(6) CCOC(=O)C1CCN(C(c2ccccn2)c2c(C)[nH]c3ccccc23)CC1 (stereo not drawn)
(24) CCN(CCn1cccn1)C(=O)CCc1nnc(-c2ccc3c(c2)OCO3)o1
(20) COc1cccc(CNC(=O)c2cnc(-c3ccccn3)nc2C(F)(F)F)c1

assay / entry | 21 | 13 | 11 | 18 | 8 | 19 | 12 | 6 | 24 | 20
TDP1 inh | . | 5% | 2% | 0% | 9% | 7% | 0% | 5% | . | 5%
N370S GC mod | 3% | . | 19% | -3% | -16% | -13% | -26% | 7% | 9% | 1%
FEN1 inh | 17% | -3% | 1% | 8% | 11% | -3% | 4% | 13% | 5% | 4%

(15) CCN(CC)CCNC(=O)c1ccc2c(=O)n(C3CCCC3)c(=S)[nH]c2c1
(16) COc1ccccc1CNC(=O)CN1CCN(S(=O)(=O)c2cccs2)CC1
(23) Cc1cccc(CCNC(=O)C2CCC(CNS(=O)(=O)c3ccccc3)CC2)c1 (stereo not drawn)
(7) COc1ccc(NS(=O)(=O)c2cc(NC(=O)Cc3cccs3)ccc2C)cc1
(10) CCSC1=NC2(CCN(C(=O)NC3CCCCC3)CC2)N=C1c1ccc(C)c(C)c1
(17) CCN1CCN(C(=O)C2CCCN(S(=O)(=O)c3cc(Cl)ccc3Cl)C2)CC1 (stereo not drawn)
(5) CCc1ccc(NC(=O)Cn2c(=O)oc3cc(S(=O)(=O)N4CCCCCC4)ccc32)cc1

assay / entry | 15 | 16 | 23 | 7 | 10 | 17 | 5
TDP1 inh | 1% | -5% | -2% | 4% | 3% | 3% | 3%
N370S GC mod | -2% | -5% | . | 14% | . | 2% | .
FEN1 inh | -2% | 2% | -12% | 5% | 4% | 3% | -7%

Other records follow:
(25) COc1ccccc1/C=C/C(=O)OCC(=O)c1c(N)n(C)c(=O)n(C)c1=O
(26) CSc1ccc(/C=N/n2c(C)nc3ccccc3c2=O)cc1
(27) COCCCNC(=O)c1ccc(Cn2c(=O)c3ccccc3n(CC(=O)Nc3ccc(C)cc3C)c2=O)cc1
(28) COc1ccccc1NC(=O)CCC(=O)OC(C)C(=O)c1ccccc1 (stereo not drawn)
(29) Cc1ccc(NC(=O)NNC(=O)c2ccccc2)cc1
(30) CCn1c(SCC(=O)Nc2ccc(OC)c(OC)c2)nnc1-c1cccs1
(31) O=C(NCc1ccccn1)Nc1ccc2c(c1)OCO2
(32) CC1CCCC(NC(=O)COC(=O)/C=C/c2ccc(S(=O)(=O)N3CCOCC3)cc2)C1C (stereo not drawn)

assay / entry | 25 | 26 | 27 | 28 | 29 | 30 | 31 | 32
TDP1 inh | 3% | . | 1% | 1% | 0% | 7% | 6% | 6%
N370S GC mod | -12% | -1% | . | -2% | 6% | -3% | 7% | 1%
FEN1 inh | 9% | 20% | -14% | -1% | -8% | -7% | -11% | -3%

(33) CCOCCCNC(=S)N1C2CCC1CC(NC(=O)NC13CC4CC(CC(C4)C1)C3)C2 (stereo not drawn)
(34) NNC(=O)CSc1nc(-c2ccccc2)cn1-c1ccccc1
(35) COCCCNC(=O)CN(CCc1ccccc1)S(=O)(=O)c1ccc(C)cc1
(36) CCCn1c(=O)c(Cc2ccccc2)c(O)c2ccccc21
(37) CCOc1ccc(C(=O)Nc2ccc(Cc3ccncc3)cc2)cc1Br
(38) O=c1cc(N2CCCC2)[nH]c(=O)n1-c1ccc(Cl)cc1
(39) CCC(CO)N=CC1=C(O)C(C(=O)c2ccccc2)CCC1=O (stereo not drawn)
(40) O=C(Nc1ccc2c(c1)OCCO2)c1cc2ccccc2o1

assay / entry | 33 | 34 | 35 | 36 | 37 | 38 | 39 | 40
TDP1 inh | 6% | 6% | -5% | -7% | 6% | -5% | 0% | 0%
N370S GC mod | 15% | 28% | -10% | 7% | ? | 25% | -9% | 4%
FEN1 inh | -19% | 5% | -2% | 9% | ? | -8% | -1% | 1%

(41) O=C(OCc1cncs1)c1cccs1
(42) Fc1ccccc1N1CCN(C(c2ccccn2)c2nnnn2C2CCCCC2)CC1 (stereo not drawn)
(43) O=c1c2ccccc2nc(N/N=C/c2c(O)ccc3ccccc23)n1O
(44) O=C(NC1CC(=O)N(c2cccc(F)c2)C1)c1ccc2c(c1)OCO2 (stereo not drawn)
(45) COCCSc1ccccc1C(=O)Nc1cc(C)cc(C)c1
(46) Nc1c(NCCN2CCCCC2)c2ccccc2oc1=O
(47) CC(C)N1CCN(C2CSCCSC2)CC1CCO (stereo not drawn)
(48) O=C(NC(=S)Nc1ccc(Cl)cn1)c1cc([N+](=O)[O-])ccc1N1CCOCC1

assay / entry | 41 | 42 | 43 | 44 | 45 | 46 | 47 | 48
TDP1 inh | -4% | 3% | 8% | 5% | -3% | -4% | 6% | 4%
N370S GC mod | 2% | -24% | -6% | . | -1% | 10% | 0% | -2%
FEN1 inh | -14% | 2% | ? | 20% | 6% | 3% | 4% | 46%[activator]

(49) Cc1ccc(-c2nnc(SCC(N)=O)nc2-c2ccc(C)cc2)cc1
(50) CN1C(=O)c2cccc3c(S(N)(=O)=O)ccc1c23
(51) CC(=O)N1CCN(c2cc3c(cc2F)c(=O)c(C(=O)O)cn3C2CC2)CC1
(52) O=C(CSc1nc(Nc2ccccc2)nc(N2CCOCC2)n1)Nc1cccc([N+](=O)[O-])c1
(53) CCCCCCCCCC(=O)N1CCN(c2cc3c(cc2F)c(=O)c(C(=O)O)cn3CC)CC1
(54) COC(=O)c1cc(NC(=O)c2c(-c3ccccc3)noc2C)ccc1N1CCOCC1
(55) Cc1cccc(C)c1OCC(O)Cn1ccnc1C (stereo not drawn)
(56) CCN(CC)S(=O)(=O)c1cnccc1N1CCN(c2cccc(Cl)c2)CC1

assay / entry | 49 | 50 | 51 | 52 | 53 | 54 | 55 | 56
TDP1 inh | -4% | . | 0% | 8% | . | 2% | 5% | 6%
N370S GC mod | -8% | -4% | -19% | -22% | 7% | -2% | 3% | 10%
FEN1 inh | 1% | 11% | -4% | -3% | 16% | -2% | -3% | -9%

(57) O=C(CN1C(=O)S/C(=C\c2ccc(C(=O)O)cc2)C1=O)Nc1ccccc1
(58) Cc1ccc(C)c(NC(=O)CNC(=O)N2CC(=O)Nc3ccccc32)c1
(59) CCCCCCCC#Cc1ccccc1/C=N/S(=O)C(C)(C)C (stereo not drawn)
(60) Cc1ccc(OCc2cc(C(=O)N3CC4C[C@@H]5CC3C[C@H](C4)C5)no2)cc1C
(61) CCOc1ccc(NC(=O)CSc2ncnc3c2sc2ccccc23)cc1
(62) COc1ccc(OC)c(NC(=O)COc2ccc(S(=O)(=O)NC(C)C)cc2)c1
(63) Fc1ccc(Oc2nc(-c3ccccc3)nnc2C(F)(F)F)cc1
(64) CSc1ccc(S(=O)(=O)NCc2ccccc2C)cc1

assay / entry | 57 | 58 | 59 | 60 | 61 | 62 | 63 | 64
TDP1 inh | . | 0% | 2%[21 µM] | 0% | 3%&0% | 9% | 2% | 6%
N370S GC mod | -1% | -2% | 14%[12.8 µM] | -3% | 4% | 2% | 4% | 4%
FEN1 inh | 19% | 17% | . | -8% | -4%&2% | -3% | 12% | -9%

(65) CCCCNC(=S)N(C)/N=C/c1ccc(OCC(=O)Nc2c(C)cc(C)cc2C)c(OC)c1
(66) COC(=O)COc1ccc(NS(=O)(=O)c2cccc([N+](=O)[O-])c2)cc1
(67) O=C(Nc1ccccc1N1CCOCC1)c1cc(=O)[nH]c2ccccc12
(68) Cc1nn(C(=O)c2ccco2)c(C)c1Sc1ccc(Cl)cc1
(69) CCN1CCN(c2nc3c(c(=O)[nH]c(=O)n3C)n2Cc2ccccc2F)CC1
(70) COc1ccc(-c2cc(C(F)(F)F)nc(NCc3ccc(Cl)cc3)n2)cc1
(71) Cc1[nH]c(=O)[nH]c(=O)c1S(=O)(=O)N(C)Cc1ccccc1
(72) Cc1cc(C)c2nc3nc(C)c(C)cc3c(N)c2c1

assay / entry | 65 | 66 | 67 | 68 | 69 | 70 | 71 | 72
TDP1 inh | 0% | 0% | 1% | 0% | . | -9% | 6% | 7%
N370S GC mod | -6% | 0% | . | 1% | -7% | . | 0% | -16%
FEN1 inh | 14% | 12% | 18% | 10% | 16% | -4% | -8% | 45µM*

(73) COc1cc2cc(CN(CCO)S(=O)(=O)c3ccccc3Cl)c(=O)[nH]c2cc1OC
(74) CCn1c(C)cc(C(=O)COC(=O)c2ccccc2[N+](=O)[O-])c1C
(75) CCC(CC)c1nnc(NC(=O)CCS(=O)(=O)Cc2ccccc2)s1
(76) COc1cc(NC(=O)CSCc2ccc(Cl)cc2Cl)c(C(=O)O)cc1OC
(77) CCC1=NN2C(=N)/C(=C/c3ccc(OS(=O)(=O)c4ccc(C)cc4)c(OC)c3)C(=O)N=C2S1
(78) CCOC(=O)Cn1c(=NC(=O)CSC(C)=O)sc2ccccc21

assay / entry | 73 | 74 | 75 | 76 | 77 | 78
TDP1 inh | 4% | 8% | 11% | 3% | 3% | -1%
N370S GC mod | 1% | . | -9% | 2% | -4% | 11%
FEN1 inh | -13% | 4% | -1% | 11% | -8% | 18%
